TDP1 inh = TDP1 (human) enzyme inhibition; Q9NUW8; recombinant TDP1, AlphaScreen DNA substrate cleavage; Potency, µM (highest dose often 130 µM), without a hit: at the top dose activity change, negative = inhibition, hits mostly inhibitors; hit rate 0.28% among 350,000; AID 485290; also: nearly all actives have a fitted effect of over 40% in size
Target sequence (Q9NUW8 whole entry, looked up): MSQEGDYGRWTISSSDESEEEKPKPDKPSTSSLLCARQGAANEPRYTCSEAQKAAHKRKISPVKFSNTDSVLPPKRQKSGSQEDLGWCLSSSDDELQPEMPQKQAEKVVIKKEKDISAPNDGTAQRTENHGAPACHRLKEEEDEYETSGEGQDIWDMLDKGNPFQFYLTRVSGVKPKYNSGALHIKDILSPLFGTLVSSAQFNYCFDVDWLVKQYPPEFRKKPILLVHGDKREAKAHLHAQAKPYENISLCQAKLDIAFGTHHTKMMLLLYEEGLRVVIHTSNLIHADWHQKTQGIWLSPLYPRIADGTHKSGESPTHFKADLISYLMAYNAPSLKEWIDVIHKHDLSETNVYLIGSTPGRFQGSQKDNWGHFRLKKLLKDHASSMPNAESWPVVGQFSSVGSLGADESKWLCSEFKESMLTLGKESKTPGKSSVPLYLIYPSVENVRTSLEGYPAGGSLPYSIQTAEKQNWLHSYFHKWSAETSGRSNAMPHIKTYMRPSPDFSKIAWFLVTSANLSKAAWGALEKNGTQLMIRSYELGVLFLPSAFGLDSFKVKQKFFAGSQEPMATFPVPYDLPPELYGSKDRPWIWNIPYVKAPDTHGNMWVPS
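E. coli-derived human Tdp1, 1 nM final. Cpd preinc 15 min RT; substrate 15 nM final, 5 min RT; AS bead mix 10 ug/ml final, 10 min RT. Signal loss = tyrosine-FITC cleavage. No-enzyme wells = max signal.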
DT40 TDP1 no CPT = qHTS for Inhibitors of human tyrosyl-DNA phosphodiesterase 1 (TDP1): qHTS in cells in absence of CPT. hit rate 15% among 420,000. DT40 Tdp1-/- hTDP1 cells, no CPT, ATP luminescence, 48 h. AID 686978, 2013. Potency, µM (top dose mostly 46.2 µM), for the others: at the top dose activity change, negative = growth inhibition, most hits filed as inhibitors; also: nearly all actives have a fitted effect of over 55% in size
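Seeded 400 DT40-hTDP1 cells/well (vehicle DMSO, no 20 nM CPT); pinned compounds; ≥48 hr at 37 °C; CellTiter-Glo luminescence as viability measure.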
DT40 TDP1 CPT = DT40-hTDP1 cell growth loss with CPT; Potency, µM (series often up to 46.2 µM), for the others: at the top dose activity change, negative = growth inhibition, usual class: inhibitors; AID 686979; chicken DT40 Tdp1-/-;hTDP1 cells + 20 nM CPT, ATP luminescence, 48 h; hit rate 12% among 420,000; also: nearly all actives have a fitted effect of over 55% in size
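Chicken DT40 Tdp1-/- cells stably complemented with human TDP1 were seeded at 400 cells/well in medium containing 20 nM camptothecin, exposed to pin-transferred compounds, and grown at 37 °C for at least 48 hr. Viability was read as ATP luminescence.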
* = called active by the depositor; ? = inconclusive; . = not tested or not shown; & = joins results of further samples; [ ] = another dose, or the depositor's remark. Calls follow the shape of the dose curve; as a rule, active = well fitted curve in the direction sought with a large enough effect; inconclusive = small, poorly fitted or top-dose-only effect, or another doubt; inactive = no such curve, though single readings can be large; an effect the other way counts as inactive or inconclusive. % is scaled to controls: 0 for no effect and ±100 for the full control effect; potency is read from the fitted curve at half-maximal effect. Rows are unselected. Share with any hit: about 18%.

The first five compounds, ahead of the listing:
Below each SMILES – TDP1 inh	DT40 TDP1 no CPT	DT40 TDP1 CPT
> O=C(CCc1nnc(CCCc2ccccc2)o1)NCCCC1CCCC1
→ 0%	?	?
> COc1ccc(CN(C)C(=O)[C@H]2O[C@@H](n3ccc(N)nc3=O)[C@H](O)[C@@H]2O)cc1OC
→ .	8%	6%
> Cc1ccc(N=Cc2c(O)ccc3ccccc23)cc1F
→ 5%	?	-87%
> Cc1cccc(OC(C)C(=O)Nc2cc(Cl)ccc2-n2cncn2)c1 (configuration not stated)
→ -2%	?	?
> CCCN(C(=O)C1CCCN(c2ncnc3c2nc2n3CCCCC2)C1)c1ccc(F)cc1 (configuration not stated)
→ 4%	21µM*	18µM*

Main list (from the top)
Below each SMILES – TDP1 inh	DT40 TDP1 no CPT	DT40 TDP1 CPT
> O=C(CCc1nnc(CCCc2ccccc2)o1)NCCCC1CCCC1
→ 0%	?	?
> COc1ccc(CN(C)C(=O)[C@H]2O[C@@H](n3ccc(N)nc3=O)[C@H](O)[C@@H]2O)cc1OC
→ .	8%	6%
> Cc1ccc(N=Cc2c(O)ccc3ccccc23)cc1F
→ 5%	?	-87%
> Cc1cccc(OC(C)C(=O)Nc2cc(Cl)ccc2-n2cncn2)c1 (configuration not stated)
→ -2%	?	?
> CCCN(C(=O)C1CCCN(c2ncnc3c2nc2n3CCCCC2)C1)c1ccc(F)cc1 (configuration not stated)
→ 4%	21µM*	18µM*
> O=C(/C=C/NNC(=O)c1cccc(Br)c1)c1ccccc1
→ 8%	?	?
> CN(C(=O)c1ccccn1)C1(C(=O)NC2CCCCC2)CCCCC1
→ 0%	-4%	-8%
> C/C(Cc1ccccc1)=N\NC(=O)CNC(=O)Cc1ccc(Cl)cc1
→ 1%	-22%	-3%
> O=C(CCc1ccccc1)NCc1ccc2c(c1)OCO2
→ 4%	-3%	-9%
> COc1ccc(CCNC(=O)C2CCN(Cc3nc(-c4ccc(OC)c(OC)c4)oc3C)CC2)cc1OC
→ -3%	?	2%
> CNC(=O)NC(=O)C(NC1CCCc2ccccc21)c1ccccc1 (configuration not stated)
→ -10%	-3%	-21%
> CCc1ccc(C2C(C#N)=C(N)N(N(C)C)C3=C2C(=O)CCC3)s1 (configuration not stated)
→ 7%	?	-18%
> N#C/C(=C(/O)CSc1ncn[nH]1)c1nc2ccccc2[nH]1
→ 10%	-12%	-17%
> Cc1cc(C(F)(F)F)n2nc(C)c(-c3ccc(Cl)cc3)c2n1
→ 6%	1%	-1%
> Cn1nc(C(C)(C)C)cc1C(=O)N1CCCC(c2cc(C(=O)Nc3ccccc3Cl)no2)C1 (configuration not stated)
→ .	23µM*	?
> CC(C)(C)OC(=O)N1CCN(C(=O)c2[nH]cnc2C(=O)N[C@@H](Cc2ccccc2)C(=O)OCc2ccccc2)CC1
→ .	?	?
> CC(C)CNC(=O)CC(c1ccccc1)c1ccccc1
→ -5%	-18%	-3%
> O=C(c1ccco1)N1CCN(Cc2cc(=O)c(OCc3ccc(F)cc3)co2)CC1
→ -5%	7%	?
> O=C1CN(S(=O)(=O)c2ccc(Cl)cc2)c2ccccc2N1
→ .	-2%	13%
> Cc1cc(Br)ccc1NC(=O)CN1C(=O)C2C3CC(c4ccccc4)C(C3)C2C1=O (configuration not stated)
→ 4%	16µM*	?
> COc1ccc(C(=O)NC(=S)Nc2ccc(N3CCOCC3)cc2)cc1Cl
→ 9%	21µM*	?
> COc1ccccc1NS(=O)(=O)c1cccc(C(=O)NCC(c2ccco2)N(C)C)c1 (configuration not stated)
→ 1%	-2%	-13%
> CC(c1ccccc1)C1NC(C(=O)O)CS1 (configuration not stated)
→ 2%	-4%	1%
> CCCS(=O)(=O)NC(=O)C1(C)CCN(C(=O)c2snnc2C)C1 (configuration not stated)
→ .	-1%	-1%
> CCC1CN(C(=O)N2CCC(C(=O)NCc3ccc(C)o3)CC2)c2ccccc2O1 (configuration not stated)
→ 3%&-1%	?	?
> COc1ccc(C(=O)N2CCN(c3ccc(C(C)=O)cc3F)CC2)cc1S(=O)(=O)NC1CC1
→ 0%[56.1 µM]	?	-16%
> Cc1ccc(OCC(=O)Nc2ccccc2C(=O)OCc2cc(=O)n3ccsc3n2)cc1C
→ 4%	-14%	-14%
> O=C(O)C1C2C=CC(C2)C1C(=O)NCc1ccoc1 (configuration not stated)
→ -2%	-43%	?
> CC1=CCC(C(C)(C)O)CC1 (configuration not stated)
→ 4%	-3%	4%
> CC1Cc2ccccc2N1S(=O)(=O)c1cccc(C(=O)NCCCO)c1 (configuration not stated)
→ 1%	-18%	-28%
> CCN(CC)c1ccc(/C=N/NC(=O)c2cnccn2)cc1
→ 7%	1.6µM*	1.3µM*
> C=CCN1C(=O)C(O)(CC(=O)c2ccco2)c2cc(Br)ccc21 (configuration not stated)
→ 1%	5.2µM*	2.3µM*
> Cc1oc2cc3oc(=O)c(CCC(=O)NCCCN4CCOCC4)c(C)c3cc2c1C
→ .	?	23µM*
> Cc1ccc(S(=O)(=O)NNC(=O)CCC(=O)Nc2ccc(C)c(C)c2)cc1
→ 1%	?	0%
> O=C(CSc1ncn[nH]1)Nc1ccccc1C(=O)O
→ 2%	-3%	3%
> O=C(COC(=O)c1cccs1)Nc1ccccc1C(F)(F)F
→ 0%	-2%	-3%
> N#CCCSc1ncnc2c1oc1ccccc12
→ 5%	-17%	-8%
> CCCCn1c(N)c(N(CCC(C)C)C(=O)COC(=O)/C=C/c2ccc(F)cc2)c(=O)[nH]c1=O
→ -3%	?	?
> COc1cccc(CN2CCN(CCc3ccccc3)C(CCO)C2)c1OC (configuration not stated)
→ 4%	0%	-7%
> CC(=O)C1=C(O)C(=O)N(CCc2c[nH]c3ccccc23)C1c1cccc(O)c1 (configuration not stated)
→ 4%	6%	-14%

Additional compounds
SMILES	TDP1 inh	DT40 TDP1 no CPT	DT40 TDP1 CPT
Oc1ccccc1N1CCN(c2nnnn2-c2ccccc2)CC1	.	?	?
COc1ccc(S(=O)(=O)N2CCOC2CNC(=O)C(=O)NCc2ccco2)cc1OC (configuration not stated)	.	-10%	-7%
CC(C)c1ccc(-c2nc(N3CCCCC3)[nH]c(=O)c2C#N)cc1	3%[56.1 µM]	-14%	-100%
COc1cccc(NC(=O)C(=O)NCCCN2CCCC2=O)c1	-3%	-1%	14%
CCOCCc1nnc(NC(=O)Cc2ccc(Br)cc2)s1	4%	-3%	-19%
CC(C)N(C)S(=O)(=O)c1ccc(Cl)c(C(=O)O)c1	5%	-4%	-1%
O=C(CSCCO)Nc1ccccc1	0%	-20%	0%
Cc1cc(-c2ccc(C)c(S(=O)(=O)NCc3cccc(Br)c3)c2)on1	-2%&0%	?	?
CSc1ccc(C(=O)C2CCCN(C(=O)c3nn(C)c(=O)c4ccccc34)C2)cc1 (configuration not stated)	0%	16µM*	?
CCOc1ccccc1N(CC(=O)N1CCCC1)S(C)(=O)=O	.	1%	0%
CCOC(=O)c1c(C)[nH]c(C(=O)NNC(=O)c2ccccc2F)c1C	1%	2%	-1%
NC(=O)CN1CCN(C(=O)NC2CCCCC2)CC1	4%	-8%	52%[activator]
COc1ccc(CNC(=O)C2Cc3cc(S(=O)(=O)N4CCCCCC4)ccc3N2C(C)=O)cc1 (configuration not stated)	6%	2%	-28%
CCOC(=O)CSc1nnc(-c2ccccc2)c(=O)[nH]1	-1%	-3%	-1%
COCc1c(C(=O)N2CCCCCC2)cnn1-c1nccc(-c2cccs2)n1	.	-5%	-1%
CCOC(=O)[C@H]1[C@H]2COc3cc(OC)ccc3[C@@H]2N2C(=O)N(c3cccc(F)c3)C(=O)[C@@]12C	0%	?	?
COc1ccc(/C(O)=C2/C(=O)C(=O)N(c3ncccn3)C2c2ccc(OC)c(OC)c2)cc1 (configuration not stated)	-5%	1%	15%
Cc1cc(=O)n(C)c(=O)n1CCCCOc1ccc([N+](=O)[O-])cc1	-4%	?	-22%
CC(Sc1ncn[nH]1)C(=O)NCc1ccccc1 (configuration not stated)	5%	18%	4%
Cc1[nH]c(=O)[nH]c(=O)c1S(=O)(=O)NCC12CC3CC(CC(C3)C1)C2	7%	5%	-1%
O=c1[nH]nnc2c1cnn2-c1ccccc1	.	-4%	6%
Cc1cccc(OCc2nnc(SCC(=O)N3CCN(C(=O)c4ccco4)CC3)n2C)c1C	4%	-14%	-1%
Cc1ccc2[nH]c3c(c2c1)CN(C(=O)CN1CCCCC1)CC3	2%	?	?
O=C(NCCc1ccccc1)c1cccnc1N1CCCCCC1	4%	?	-20%
CCN(CC)c1nc2cc(C)ccc2cc1/C=C(\C#N)C(N)=O	3%	?	?
Cc1noc(C)c1-c1nccc(NCc2cccnc2)n1	.	-1%	6%
NC(=S)N/N=C1\CC(n2nnn(-c3cccc(Cl)c3)c2=S)C2COC1O2 (configuration not stated)	8%	?	2%
CCCCNC(=O)C1CC(c2cccc(F)c2)=NO1 (configuration not stated)	2%	-15%	-12%
CC(C(=O)NCc1ccco1)n1nc(-c2ccccc2)c2cc(Cl)ccc21 (configuration not stated)	0%	-26%	?
O=C(NCc1cn2ccsc2n1)Nc1cccc(Cl)c1	1%	-14%	-1%
O=C(O)CCC(=O)N1CN2CN(C(=O)CCC(=O)O)CC([N+](=O)[O-])(C2)C1	0%	-29%	-3%
Cc1ccc2[nH]c(O)c(N=O)c2c1	-3%	?	-17%
COc1ccc(CNC(=O)CN2CCC(NC(=O)c3cccc(OC)c3)CC2)cc1	.	-21%	-1%
Cc1csc2ncnc(N3CCN(C(=S)Nc4ccc(C(F)(F)F)cc4)CC3)c12	6%	?	?
O=C(NCCCN1CCOCC1)Nc1ccc(Cc2ccc(NC(=O)NCCCN3CCOCC3)cc2)cc1	5%	-1%	-2%
Cc1cccc(NC(=O)CN(C)S(=O)(=O)c2cccs2)c1	2%	-12%	3%
CCN(CC)CCNC(=O)c1cc2cc(Br)ccc2s1	3%	?	-27%
COc1ccc(NC(=O)CSc2nnnn2C2CCCCC2)c(OC)c1	.	-12%	-7%
CCCN(CC1CC1)C(=O)CCc1nnc(C(OC)c2ccccc2)o1 (configuration not stated)	-4%	?	?
Cc1cccc(NC(=O)c2cc(Cl)sc2Cl)c1C	1%	-3%	10%
CCCc1cc2c(c(NC(C)=O)n1)c(=O)oc1ccccc12	3%[56.1 µM]	?	0%
CC12CC3(C)CC(C)(C1)CC(C(=O)NCCc1ccc(S(N)(=O)=O)cc1)(C2)C3	.	-29%	-6%
CCCCN1C(=O)C(CC(=O)NC2CCCCC2)CC(C(=O)N(C)C)=C1C (configuration not stated)	.	-2%	11%
CCOCCc1c(O)nc(SC)[nH]c1=O	6%	10%	1%
Cc1ccccc1N1CCN(C2CCCN(C(=O)c3ocnc3C)C2)CC1 (configuration not stated)	2%	-25%	-10%
COC(=O)c1ccc(COC(=O)c2ccc(SC)cc2OC)cc1	-8%	-21%	?
CCc1nc2ccc(C(=O)Nc3ccc(OC)c(OC)c3)cn2c1N(CC)Cc1ccc(OC)c(OC)c1	.	?	?
Cc1cc(C(=O)COC(=O)c2cccc(S(=O)(=O)N(C)C)c2)c(C)n1CC1CCCO1 (configuration not stated)	4%	?	16µM*
CCCCOc1ccccc1NC(=O)CC1Nc2ccccc2NC1=O (configuration not stated)	3%	?	?
O=C(CSc1nc2ncccc2[nH]1)NC1CCCC1	.	-3%	-14%
COc1ccccc1N(CC(=O)Nc1ccccc1C(=O)N1CCCC1)S(C)(=O)=O	0%	-2%	9%
Cc1ccc(CC2CC(=O)N(c3ccc(Cl)cn3)C2=O)cc1 (configuration not stated)	5%	-14%	-2%
Cc1ccc2c(c1)CC1(CN2C)C(=O)OC(C)(C)OC1=O	0%	-10%&-23%	?
COc1ccc(-c2nnn(-c3cc(Cl)cc(Cl)c3)c2N)cc1	2%	-19%	-14%
COCCNC(=O)c1ccccc1NC(=O)c1cccc([N+](=O)[O-])c1C	-3%	-19%	-28%
S=c1[nH]nc(COc2ccccc2)n1/N=C/c1c(Cl)cccc1Cl	.	-28%	-25%
CCC(=O)Nc1ccc(C(=O)NNC(=O)CCCCC(=O)NNC(=O)c2ccc(NC(=O)CC)cc2)cc1	.	-21%	3%
Cc1cccc(CNC(=O)c2cnn(-c3nccc(-c4cc(C)sc4C)n3)c2C)n1	.	-26%	7%[9.04 µM]
O=C(Nc1ccn(Cc2c(F)c(F)cc(F)c2F)n1)c1ccc(COc2ccc(Cl)cc2Cl)o1	-2%	?	-23%

Ordered by formula weight (highest first): 3 of the compounds above
SMILES	TDP1 inh	DT40 TDP1 no CPT	DT40 TDP1 CPT
Cc1cccc(CNC(=O)c2cnn(-c3nccc(-c4cc(C)sc4C)n3)c2C)n1	.	-26%	7%[9.04 µM]
COc1cccc(NC(=O)C(=O)NCCCN2CCCC2=O)c1	-3%	-1%	14%
CC(Sc1ncn[nH]1)C(=O)NCc1ccccc1 (configuration not stated)	5%	18%	4%
